RGS7-Gao reg: human RGS7-Galphao interaction regulation; Multiplexed bead flow cytometry, RGS7-Galphao binding; actives lie on both sides; binding response (% of control), % at 10 µM; 220,000 tested, 0.35% active; in the data active means binding response below about 49% or above about 150%; inconclusive means no clear call, values can overlap the other calls; inactive means in between;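 further: fluorescent Galphao held in activated GDP-AlF4 state binding bead-coupled RGS7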
Target sequence (P09471 whole entry, looked up): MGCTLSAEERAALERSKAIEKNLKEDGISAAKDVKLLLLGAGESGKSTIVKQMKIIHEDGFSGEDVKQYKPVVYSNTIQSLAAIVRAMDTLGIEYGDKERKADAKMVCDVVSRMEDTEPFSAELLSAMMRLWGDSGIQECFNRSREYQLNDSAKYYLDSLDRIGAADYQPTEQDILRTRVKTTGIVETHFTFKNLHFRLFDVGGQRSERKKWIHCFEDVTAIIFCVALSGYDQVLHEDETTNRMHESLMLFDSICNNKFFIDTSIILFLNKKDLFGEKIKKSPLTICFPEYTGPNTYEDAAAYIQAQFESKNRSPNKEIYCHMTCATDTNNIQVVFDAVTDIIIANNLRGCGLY
Bcl-2 Bim block: disrupts Bim peptide binding to human Bcl-2. P10415. Bead-based flow cytometry, Bim peptide-Bcl-2 binding. inhibition, % at 10 µM. 190,000 tested, 0.06% active. AID 950; in the data active means inhibition above about 40%; inconclusive means no clear call, values can overlap the other calls;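 further: 0% = no compound wells with probe peptide and 100% = reference peptide inhibitor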
Target sequence (P10415 whole entry, looked up): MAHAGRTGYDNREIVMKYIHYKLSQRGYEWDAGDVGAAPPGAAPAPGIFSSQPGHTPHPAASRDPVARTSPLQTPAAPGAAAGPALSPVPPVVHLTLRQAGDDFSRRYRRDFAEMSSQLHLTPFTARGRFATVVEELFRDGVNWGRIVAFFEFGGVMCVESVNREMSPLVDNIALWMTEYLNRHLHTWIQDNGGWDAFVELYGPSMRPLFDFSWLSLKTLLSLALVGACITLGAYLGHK
ABCB1 block: blocks JC-1 efflux by human ABCB1 transporter | P08183 | CCRF-Adr cells, flow cytometry | inhibition, % at 6.6 µM | 190,000 tested, 0.067% active | AID 1326; in the data active means inhibition above about 40%;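 further: 0% = vehicle and 100% = reference inhibitor; higher value means more JC-1 retained so stronger ABCB1 efflux block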
RGS8-Gao: regulators of human RGS8-Galphao interaction | P09471 | multiplexed bead flow cytometry, RGS8-Galphao binding; actives lie on both sides | response (percent of control binding), % at 10 µM | 220,000 tested, 0.34% active; in the data active means response below about 60% or above about 140%; inactive means in between;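 further: Galphao activated as the GDP aluminium fluoride complex binding bead-coupled RGS8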
Bim-Bcl-XL: disrupts Bim peptide binding to human Bcl-XL; Q07817; bead flow cytometry, fluorescence; inhibition, % at 10 µM; 190,000 tested, 0.04% active; AID 1007
Bfl-1 Bim block: disrupts Bim binding to human Bfl-1; Q16548; Bead-based flow cytometry, Bim-Bfl-1 binding inhibition; inhibition, % at 10 µM; 190,000 tested, 0.12% active;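 further: 0% = wells without compound plus tracer and 100% = blocker peptide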
Bim-Bcl-W: disrupts Bim peptide binding to human Bcl-W | Q92843 | inhibition, % at 10 µM | 190,000 tested, 0.02% active | bead-based flow cytometry | AID 952;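 further: 0% = bound tracer without compound and 100% = peptide blocker; higher means less fluorescent Bim peptide bound to Bcl-W beads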
Target sequence (Q92843 whole entry, looked up): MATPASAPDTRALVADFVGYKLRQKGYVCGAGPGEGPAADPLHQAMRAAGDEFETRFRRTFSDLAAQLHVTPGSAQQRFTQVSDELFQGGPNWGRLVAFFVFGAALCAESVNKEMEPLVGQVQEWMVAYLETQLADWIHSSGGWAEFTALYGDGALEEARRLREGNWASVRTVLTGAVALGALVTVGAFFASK
RGS4-Gao reg: human RGS4-Galphao interaction regulation; AID 1415; binding response (% of control), % at 10 µM; Multiplexed bead flow cytometry, RGS4-Galphao binding; actives lie on both sides; 220,000 tested, 0.33% active; P09471; in the data active means binding response below about 49% or above about 150%; inactive means in between;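 further: fluorescent Galphao activated with aluminum fluoride binding bead-coupled RGS4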
ABCG2 inh: blocks JC-1 efflux by human ABCG2 transporter | inhibition, % at 6.6 µM | IgMXP3 cells, flow cytometry | 190,000 tested, 0.1% active;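 active means inhibition above 80%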;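 further: 0% = DMSO and 100% = nicardipine control wells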
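test system = two drug-resistant human cell lines, ABCG2 and ABCB1 | amount = 3 million cells/mL final, two lines in 1:1 ratio | reagent = JC-1 transporter substrate | doses = one concentration, 6.6 µM final | incubation = 10 min at 25 °C | signal = flow cytometric JC-1 green MFI at 530 nm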
Bim-Mcl-1: human Bim-Mcl-1 interaction inhibition. inhibition, % at 10 µM. 190,000 tested, 0.1% active. Q07820. Bead-based flow cytometry, Bim peptide-Mcl-1 binding. AID 1009;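 further: 0% = no compound tracer wells and 100% = peptide blocker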
Bim-Bcl-B: disrupts Bim peptide binding to human Bcl-B; bead-based flow cytometry; Q9HD36; 190,000 tested, 0.073% active; inhibition, % at 10 µM;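 further: 0% = tracer peptide without compound and 100% = reference inhibitor peptide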
Target sequence (Q9HD36 whole entry, looked up): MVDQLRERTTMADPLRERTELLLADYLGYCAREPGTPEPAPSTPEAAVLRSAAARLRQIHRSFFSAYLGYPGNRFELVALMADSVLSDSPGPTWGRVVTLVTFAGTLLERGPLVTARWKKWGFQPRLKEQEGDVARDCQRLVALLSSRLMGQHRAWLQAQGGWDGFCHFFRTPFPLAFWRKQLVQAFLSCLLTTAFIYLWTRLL
* marks the source's active call; other numbers are inactive results; ? = inconclusive; & = joins results of further samples. Unless noted, no stated cut-off is given here; in the data, active means inhibition above about 40%. The list is partial. The share of hits here may be higher or lower than overall.

Sample of the layout:
SMILES	RGS7-Gao reg	Bcl-2 Bim block	ABCB1 block	RGS8-Gao	Bim-Bcl-XL	Bfl-1 Bim block	Bim-Bcl-W	RGS4-Gao reg	ABCG2 inh	Bim-Mcl-1	Bim-Bcl-B
CN1CN(c2cccc([N+](=O)[O-])c2)CN=C1N[N+](=O)[O-]	?	-3	0.2	91	-1	-2	0	89	3	3	-2
COC(=O)c1cc2c(s1)=NC=NP=2(N1CCOCC1)N1CCOCC1	99	0	0.4	101	-3	-1	0	98	2	-3	-2
N#Cc1cc2c(nc1SCC(=O)Nc1cc(Cl)ccc1Cl)C1CCN2CC1	107	-2	4.9	112	-7	-2	-4	104	48	-6	-10

The list itself, previewed entries included:
SMILES	RGS7-Gao reg	Bcl-2 Bim block	ABCB1 block	RGS8-Gao	Bim-Bcl-XL	Bfl-1 Bim block	Bim-Bcl-W	RGS4-Gao reg	ABCG2 inh	Bim-Mcl-1	Bim-Bcl-B
CN1CN(c2cccc([N+](=O)[O-])c2)CN=C1N[N+](=O)[O-]	?	-3	0.2	91	-1	-2	0	89	3	3	-2
COC(=O)c1cc2c(s1)=NC=NP=2(N1CCOCC1)N1CCOCC1	99	0	0.4	101	-3	-1	0	98	2	-3	-2
N#Cc1cc2c(nc1SCC(=O)Nc1cc(Cl)ccc1Cl)C1CCN2CC1	107	-2	4.9	112	-7	-2	-4	104	48	-6	-10
O=C(Nc1ccc2ccccc2c1)c1nn(C23CC4CC(CC(C4)C2)C3)cc1Br	97	-2	0.3	94	-2	1	-3	99	6	-3	0
CCCC1COC(Cn2cncn2)(c2ccc(Cl)cc2Cl)O1 (stereo not drawn)	94	0	0.6	99	1	0	-2	93	5	-2	-2
O=C1NC(=O)N(c2ccc(F)cc2)C(=O)/C1=C/c1ccc2c(c1)CCCN2Cc1ccccc1	97	-11	2.8	101	-9	-5	-8	100	-10	-7	-9
CC(C)C1(C)N=C(c2nc3ccccc3cc2C(=O)O)NC1=O (stereo not drawn)	102	-7	0.4	102	-5	-7	-1	101	1	0	-6
CCN1CCN(Cc2ccc(OC(F)(F)F)cc2)CC1	101	-2	0.4	95	3	1	1	100	3	0	2
COc1ccc(-c2nc3ccccc3c(=O)n2-c2ccc(OC)cc2)cc1	100	-3	0.6	102	0	-2	1	98	1	0	-1
Cc1ccc(CCN2CC(C(=O)N3CCC4(CC3)OCCO4)CC2=O)cc1 (stereo not drawn)	102	-1	0.4	103	2	-3	-1	105	0	0	1
CCCCn1c(O)c(/C(CC)=N/N2CCCCC2c2cccnc2)c(=O)[nH]c1=S (stereo not drawn)	84	-5	2.6	93	-6	-9	-4	88	7	-1	-4
CCOc1ccc([N+](=O)[O-])cc1CNCCc1ccccc1	101	-2	0.5	102	-4	-6	1	101	1	-2	-2
C=CCn1c(O)c(C(C)=NC2CC2)c(=O)[nH]c1=O	101	-1	-0.1	101	1	-1	3	103	0	3	0
CN1CCC2(CC1)C(C#N)=C(N)NC(S)=C2C#N	?	5&0	0.0&-0.7	95&87	1&-4	36&21	6&1	100&102	-1&-2	-5&-16	-30&-33
CCCCN1C(=N)C(CC)(CC)C(=O)NC1=O	101	1	0.7	100	-2	0	1	99	0	-4	-6
CS(=O)(=O)N1CCCC(C(=O)N2CCC3(CC2)OCCO3)C1 (stereo not drawn)	94	-2	0.3	101	-2	0	-1	97	1	-1	-1
CCCn1cc(CN2CCCC(C(=O)c3cccc(OC)c3)C2)c(C)n1 (stereo not drawn)	103	-1	-0.3	106	-1	-1	2	104	-1	-1	0
Cc1cc(S(=O)(=O)NCc2ccccc2)ccc1OCC(=O)N1CCN(C)CC1	104	-10	0.4	97	-7	-15	0	93	0	-2	-8
NC(=O)c1cn(C2OC(CO)C(O)C2O)c2ncnc(N)c12 (stereo not drawn)	99	0	0.1	101	-1	0	0	101	1	0	0
CC(=O)Nc1ccccc1C(=O)OCC(=O)c1ccccc1Cl	104	-3	0.4	105	-5	-1	-2	105	8	-6	-4
O=C1NC(=O)[C@]2(Cc3ccccc3N3CCN(c4ccccc4)CC32)C(=O)N1c1ccccc1 (stereo partly drawn)	102	2	0.4	98	0	2	2	102	1	1	0
Nc1cccc(N=Cc2c(O)n(Cc3ccc(F)cc3)c(=O)[nH]c2=O)c1	83	-12	-0.9	100	-6	-21	-3	87	6	-2	-10
COc1ccc(-n2c(O)c(C(C)=NC3CC3)c(=O)[nH]c2=O)cc1	107	2	0.1	99	2	0	2	105	1	0	0
CCc1ccc(N2C(=O)NC(=O)/C(=C/c3ccsc3)C2=O)cc1	91	0	-0.3	93	-2	-5	-4	92	-1	6	-1
CCN(CC)S(=O)(=O)c1cc(NC(=O)C(C)N2CC=C(c3ccccc3)CC2)ccc1C (stereo not drawn)	102	6	2.0	103	-1	6	-6	104	5	-6	-2
CN1/C(=C\C=C2C(=O)NC(=O)NC2=O)C(C)(C)c2ccccc21	98	2	0.7	93	0	4	-1	99	3	0	1
CC(=O)c1c(C)[nH]c(C(=O)N2CCC3(CC2)OCCO3)c1C	96	11	0.3	85	1	11	0	90	2	0	12
O=c1[nH]c(=S)n(-c2ccccc2)c(O)c1/C=N/N1CCOCC1	99	-5	0.1	101	-17	-2	-17	101	-1	-31	-17
O=C(CF)NC(NC(=S)Nc1cccc([N+](=O)[O-])c1)C(Cl)(Cl)Cl (stereo not drawn)	101	-3	-0.1	102	-1	2	0	102	3	1	-2
CNC(=O)Oc1cccc(-c2cn3cc(OC(=O)NC)ccc3n2)c1	100	2	-0.4	104	0	0	-1	104	0	2	2

Among those listed so far, these contain a thiophene ring, fused or not:
SMILES	RGS7-Gao reg	Bcl-2 Bim block	ABCB1 block	RGS8-Gao	Bim-Bcl-XL	Bfl-1 Bim block	Bim-Bcl-W	RGS4-Gao reg	ABCG2 inh	Bim-Mcl-1	Bim-Bcl-B
COC(=O)c1cc2c(s1)=NC=NP=2(N1CCOCC1)N1CCOCC1	99	0	0.4	101	-3	-1	0	98	2	-3	-2
CCc1ccc(N2C(=O)NC(=O)/C(=C/c3ccsc3)C2=O)cc1	91	0	-0.3	93	-2	-5	-4	92	-1	6	-1

Look-ups from above:
Bim-Bcl-XL result of `O=C1NC(=O)[C@]2(Cc3ccccc3N3CCN(c4ccccc4)CC32)C(=O)N1c1ccccc1` (stereo partly drawn) stands at 0
Bcl-2 Bim block result of `C=CCn1c(O)c(C(C)=NC2CC2)c(=O)[nH]c1=O` stands at -1
Bim-Bcl-XL result of `CCOc1ccc([N+](=O)[O-])cc1CNCCc1ccccc1` stands at -4
Bim-Bcl-XL result of `O=C(Nc1ccc2ccccc2c1)c1nn(C23CC4CC(CC(C4)C2)C3)cc1Br` stands at -2
Bim-Bcl-XL result of `CCCC1COC(Cn2cncn2)(c2ccc(Cl)cc2Cl)O1` (stereo not drawn) stands at 1
ABCG2 inh result of `CN1CN(c2cccc([N+](=O)[O-])c2)CN=C1N[N+](=O)[O-]` stands at 3
Bcl-2 Bim block result of `N#Cc1cc2c(nc1SCC(=O)Nc1cc(Cl)ccc1Cl)C1CCN2CC1` stands at -2

New compounds follow.
SMILES	RGS7-Gao reg	Bcl-2 Bim block	ABCB1 block	RGS8-Gao	Bim-Bcl-XL	Bfl-1 Bim block	Bim-Bcl-W	RGS4-Gao reg	ABCG2 inh	Bim-Mcl-1	Bim-Bcl-B
Cc1nc2cc(F)ccc2n1C1CCN(Cc2nnnn2CCc2ccccc2)CC1	89	-1	5.1	94	-1	-2	-1	89	10	0	-1
Cc1ccc(NC(=O)c2snnc2C)cc1Cl	102	-1	0.0	102	-3	-3	0	103	3	1	-3
COC(=O)c1cncn1C(C)c1ccccc1 (stereo not drawn)	100	-6	-0.2	100	1	-11	0	102	-2	-1	-6
CCC(=O)Nc1cc(C(=O)N2CCC3(CC2)OCCO3)ccc1S(=O)(=O)c1ccc(C)cc1	98	-3	0.0	101	0	-3	1	102	2	0	-3
COc1cccc(C(=O)C2CCCN(Cc3ccon3)C2)c1 (stereo not drawn)	101	0	1.3	116	-1	-2	2	102	4	-2	-1
COP(=O)(OC)C(O)C(Cl)(Cl)Cl (stereo not drawn)	106	1	0.9	103	-2	-1	0	104	7	-1	-3
O=C1CN=C(c2ccc(Br)cc2)c2oc3ccccc3c2N1	108	-12	-0.2	103	-4	-12	0	103	0	-2	-7
O=C(c1cccs1)N1C2CCC1CC(O)(c1cccnc1)C2 (stereo not drawn)	97	4	1.5	98	0	0	-2	98	4	1	4
Cc1cccc(-n2c(=S)[nH]c3ccccc3c2=O)n1	?	-6	0.4	100	1	0	1	100	0	0	-13
COc1ccc(CCNC2CCCCC2)cc1	?	-3	0.2	101	-2	-5	0	103	-2	2	-7

Grouped by structure: the compounds so far containing bromine.
SMILES	RGS7-Gao reg	Bcl-2 Bim block	ABCB1 block	RGS8-Gao	Bim-Bcl-XL	Bfl-1 Bim block	Bim-Bcl-W	RGS4-Gao reg	ABCG2 inh	Bim-Mcl-1	Bim-Bcl-B
O=C(Nc1ccc2ccccc2c1)c1nn(C23CC4CC(CC(C4)C2)C3)cc1Br	97	-2	0.3	94	-2	1	-3	99	6	-3	0
O=C1CN=C(c2ccc(Br)cc2)c2oc3ccccc3c2N1	108	-12	-0.2	103	-4	-12	0	103	0	-2	-7

Following part.
SMILES	RGS7-Gao reg	Bcl-2 Bim block	ABCB1 block	RGS8-Gao	Bim-Bcl-XL	Bfl-1 Bim block	Bim-Bcl-W	RGS4-Gao reg	ABCG2 inh	Bim-Mcl-1	Bim-Bcl-B
COc1ccccc1CCNC1CCCC(C)C1 (stereo not drawn)	97	0	2.0	97	-6	-2	-2	96	1	-4	-9
Cc1cccc(C(=O)Nc2ccc(Cl)cc2C(=O)c2ccccc2)c1	101	1	2.2	99	-1	0	-1	98	20	1	0
Cc1cc(OCc2nn[nH]n2)c2c3c(c(=O)oc2c1)CCC3	98	-1	0.3	98	0	0	1	100	1	0	0
CCOC(=O)C(=CNc1ccc(C(O)(C(=O)OCC)C(F)(F)F)cc1C)C(=O)OCC (stereo not drawn)	100	-6	1.3	102	-5	-15	-4	101	14	-2	-7
COc1ccc(C2SCC(=O)Nc3c2c(C)nn3C2CCOC(C)(C)C2)cc1OC (stereo not drawn)	96	0	1.0	103	-3	-2	-2	96	4	0	0
CC(=O)Nc1cc(C(=O)N2CCC3(CC2)OCCO3)ccc1S(=O)(=O)c1ccc(C)cc1	107	-10	1.3	101	-6	-11	0	100	6	-2	-7
CCOC(=O)c1c(C)n(Cc2ccccc2)c2ccc(O)cc12	109	0	1.1	104	0	2	0	105	8	2	-5
O=C(OCCN1CCOCC1)C1(c2ccccc2)CCCC1	108	-6	-0.2	103	-1	-5	-2	102	0	-2	-4
Cc1cccc(N=Cc2c(O)n(-c3ccccc3C)c(=O)[nH]c2=O)c1	100	-8	0.8	93	0	-4	-3	93	1	-4	-3
COc1ccccc1C(=O)C1CCCN(Cc2cnc(C)s2)C1 (stereo not drawn)	102	-2	0.8	104	-7	-11	-4	102	2	-3	-1
Cn1cccc1/C=C1\C(=O)NC(=O)N(Cc2ccccc2Cl)C1=O	89	-3	0.3	94	0	0	0	88	1	-2	2
CCCCCCOC(=O)c1ccccc1N	94	0	0.5	96	-2	0	-2	95	1	-3	-2
Cc1ccc(C(=O)c2cc(Br)ccc2N)cc1	100	-5	-0.1	98	-1	-7	-2	96	4	0	-4

Source: PubChem (NMMLSC)
